Source: PubChem BioAssay (The Scripps Research Institute Molecular Screening Center)
CHRM1 antagonist: human M1 muscarinic receptor antagonists, primary screen, CHO-K1 cells, Fluo-8 calcium fluorescence, 1536-well | AID 588852, 2011 | hit rate 1.3% among 360,000 | CHO-K1 hM1, ACh EC80 antagonist | Muscarinic acetylcholine receptor M1 (Homo sapiens), P11229 | inhibition, % at 3 µM;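 active = percent inhibition above its own plate's cutoff, namely the mean of that plate's compound wells plus 3 SD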;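 also: peak over basal fluorescence ratio during 140 s after agonist addition; 0% = ACh EC80 plus DMSO and 100% = DMSO alone without agonist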
TAAR1 antagonist: human TAAR1 antagonists, primary screen, Fluo-8 calcium fluorescence, CHO RD-HGA16 cells. Trace amine-associated receptor 1 (Homo sapiens), Q96RJ0. antagonist. inhibition, % at 3 µM. hit rate 1.5% among 360,000;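 active = inhibition above a per-plate cutoff, the mean inhibition of test compounds on that plate plus 3 SD, cut at about 49% in these data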;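 also: 0% = DMSO plus EC80 beta-PEA response and 100% = DMSO alone without agonist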
Target sequence (Q96RJ0 whole entry, looked up): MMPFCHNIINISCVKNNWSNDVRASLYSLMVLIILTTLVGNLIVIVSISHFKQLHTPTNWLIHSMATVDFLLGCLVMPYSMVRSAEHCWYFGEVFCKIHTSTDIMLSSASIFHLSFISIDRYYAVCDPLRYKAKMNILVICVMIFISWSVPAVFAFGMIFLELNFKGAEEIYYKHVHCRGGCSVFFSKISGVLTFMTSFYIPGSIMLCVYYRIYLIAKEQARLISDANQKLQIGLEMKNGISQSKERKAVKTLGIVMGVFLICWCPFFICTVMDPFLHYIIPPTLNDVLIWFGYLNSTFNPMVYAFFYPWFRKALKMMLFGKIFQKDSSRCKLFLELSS
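System: RD-HGA16 CHO cells with stable hTAAR1 and Gα16 | Probe or stimulus: EC80 β-phenethylamine stimulus | Dosing: 3 µM, single point | Times: Dye loading 75 min at 37 °C, then 30 min room temperature | Measured by: Fluo-8 calcium-sensitive fluorescence | Read-out basis: % inhibition of agonist calcium response | Replicates: n of 1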
M1 PAM parental: nonselective calcium activators in parental CHO-K1 cells, primary screen, counter-screen for M1 PAM project, cell-based, Fluo-8 calcium fluorescence, full deck, 1536-well. ATP EC20; 0% at ATP EC20, 100% at ATP max. activation, % at 3 µM. hit rate 0.02% among 360,000;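 active = activation above the run cutoff, the mean activation of all test compounds plus 3 SD, cut at about 40% in these data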;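 also: peak over basal fluorescence ratio in a 140 s read after ATP addition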
CHO-K1 Ca ag: counter-screen for M1 agonists: effect in parental CHO-K1 cells; Fluo-8 calcium fluorescence; scaled to maximal ATP response, vehicle zero; activation, % at 3 µM; hit rate 0.48% among 360,000; in the data active = activation above about 15%;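 also: untransfected CHO-K1 host cells lacking M1 receptor as counterscreen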
CHO-K1 Ca antag: M1 antagonist counterscreen hit in parental CHO-K1 cells. AID 602250. hit rate 0.6% among 360,000. ATP-induced calcium, Fluo-8 fluorescence. inhibition, % at 3 µM;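 active = inhibition above a per-plate cutoff, the plate's mean sample inhibition plus 3 SD, cut at about 24% in these data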;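 also: 0% = DMSO plus EC80 ATP and 100% = DMSO alone without ATP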
CHO parental Ca: ATP-evoked calcium signal inhibitors, parental CHO, primary screen, counter-screen for OX1R antagonist project, cell-based, fluorescence, Fluo-8 calcium dye; hit rate 0.63% among 330,000; parental CHO-K1, ATP-induced calcium, Fluo-8 fluorescence; inhibition, % at 5.6 µM; AID 463079, 2010;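 active = inhibition above that plate's mean sample inhibition plus 3 SD, cut at about 26% in these data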;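 also: 0% = ATP-challenged DMSO wells and 100% = DMSO wells without ATP; some compounds past the cut are filed as inactive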
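Material – parental CHO cells · Reagent – ATP stimulus · Compound – single nominal dose of 5.6 µM per compound · Detection – Fluo-8 fluorescence · Read-out basis – percent inhibition of calcium signal · Controls – ATP-challenged DMSO wells low, unchallenged DMSO wells high · Repeats – no replicates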
CHRM1 agonist: human M1 muscarinic receptor agonists, primary screen, Fluo-8 calcium fluorescence, CHO-K1 cells, HTS; AID 588814, 2011; CHO-K1 hM1, agonist mode; 0% DMSO, 100% acetylcholine EC100; hit rate 0.33% among 360,000; Muscarinic acetylcholine receptor M1 (Homo sapiens), P11229; activation, % at 3 µM;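 active = activation above the run's mean compound activation plus 3 SD, cut at about 16% in these data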;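 also: peak over basal fluorescence ratio within a 140 s kinetic read after compound addition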
OXTR potentiate: human OXTR potentiators, primary screen, fluorescence, CHO-OTR cells, Fluo-8 calcium | activation, % at 3 µM | AID 2445, 2010 | Oxytocin receptor (Homo sapiens), P30559 | hit rate 0.061% among 320,000 | Fluo-8 calcium fluorescence, potentiator mode; 0% = oxytocin EC15, 100% = EC100;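 active = activation above that plate's cutoff, the mean activation of tested compounds plus 3 SD, cut at about 6.6% in these data, passing the limit was not always enough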;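 also: 100% uses oxytocin at 75 nM as the full agonist control; some results filed as inactive read as strong as hits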
Target sequence (P30559 whole entry, looked up): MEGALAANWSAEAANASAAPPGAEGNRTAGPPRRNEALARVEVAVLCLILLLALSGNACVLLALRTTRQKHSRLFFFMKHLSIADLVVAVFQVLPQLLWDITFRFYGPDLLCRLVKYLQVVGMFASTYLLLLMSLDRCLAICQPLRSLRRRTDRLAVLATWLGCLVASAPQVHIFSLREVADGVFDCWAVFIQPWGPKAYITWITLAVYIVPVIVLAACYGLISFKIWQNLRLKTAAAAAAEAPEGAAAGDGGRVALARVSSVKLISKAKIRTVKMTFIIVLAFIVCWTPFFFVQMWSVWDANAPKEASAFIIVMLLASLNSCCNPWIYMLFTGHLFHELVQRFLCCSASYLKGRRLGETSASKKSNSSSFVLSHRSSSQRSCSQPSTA
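Assay system: CHO-OTR cells, human receptor / Also added: oxytocin at about EC15, sub-maximal agonist stimulus / Dosing: single dose, 3.0 µM nominal final compound concentration / Incubation: 6 min pre-incubation, 100 s read / Technique: Fluo-8 calcium dye fluorescence / Read-out: % activation vs EC15 and EC100 oxytocin / Benchmarks: EC15 oxytocin low, 75 nM oxytocin high / Replicates: singlicate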
TAAR1 agonist: human TAAR1 agonists, primary screen, Fluo-8 calcium fluorescence, CHO RD-HGA16 cells | Trace amine-associated receptor 1 (Homo sapiens), Q96RJ0 | vehicle wells 0%, saturating PEA agonist 100% | activation, % at 3 µM | hit rate 0.99% among 360,000;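 active = activation above the mean activation of all test compounds in the run plus 3 SD, cut at about 38% in these data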
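Test system: RD-HGA16 (CHO) cells co-expressing Gα16 and hTAAR1; dosing: one-point dosing at 3 µM (nominal); timing: 17-24 h seeding, 75 min 37 °C dye, 30 min RT; signal: kinetic Fluo-8 calcium fluorescence; read-out basis: % activation relative to PEA EC100 response; controls: DMSO and PEA EC100; replicates: n 1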
Starred values were filed as active, the others as inactive; . = no result given. Not a hit list; about 4.2% have a hit in one of these screens.

| No. | SMILES | CHRM1 antagonist | TAAR1 antagonist | M1 PAM parental | CHO-K1 Ca ag | CHO-K1 Ca antag |
| --- | --- | --- | --- | --- | --- | --- |
| 1 | CCN(CC)c1ccc(NC(=O)CCNC(=O)c2ccco2)cc1 | 4 | -5 | -4 | 0.0 | -2 |
| 2 | CCCn1nc(NC(=O)c2ccco2)c2cc3cc(C)ccc3nc21 | 7 | 11 | -19 | 2.1 | -4 |
| 3 | CCCCc1c(C(=O)O)cc(OC)cc1C(=O)O | -6 | -6 | 8 | 0.6 | -12 |
| 4 | O=C(Oc1cccc(C(=S)N2CCOCC2)c1)c1cccc([N+](=O)[O-])c1 | -1 | -1 | 24 | 1.9 | -8 |
| 5 | CCNC(=S)NNC(=O)CSc1nc2ccccc2n1C | -6 | -19 | 13 | 0.3 | -6 |
| 6 | CC(C)n1c(O)c(/C=C2\C=Nc3ccccc32)sc1=Nc1ccccc1 | -4 | 12 | -2 | 0.0 | -10 |
| 7 | COc1cccc(N2CCN(C3CC(=O)N(c4ccc(Cl)c(Cl)c4)C3=O)CC2)c1 (stereo not given) | -5 | 11 | 28 | 3.9 | -8 |
| 8 | COc1cccc(NC(=O)C(c2ccccc2)N2CCN(c3ccccn3)CC2)c1 (stereo not given) | -2 | 5 | 12 | 1.7 | -4 |
| 9 | COCCCNc1oc(/C=C/c2ccccc2)nc1C#N | -4 | 17 | 28 | 1.9 | -10 |
| 10 | N=c1n(CCCOc2ccccc2Cl)c2ccccc2n1CC(N)=O | -8 | 7 | -3 | 0.2 | -4 |
| 11 | O=C(/C=C/c1ccccc1)Oc1cccc2cccnc12 | -6 | -2 | -10 | 3.6 | 1 |
| 12 | COc1cccc(-c2nn(-c3ccccc3)cc2/C=C(/NC(=O)c2ccccc2)C(=O)O)c1 | -25 | 0 | 24 | 0.1 | -24 |
| 13 | CC(C)(C)c1cc(CN2CCCC(O)C2)c(O)c(C(C)(C)C)c1 (stereo not given) | -7 | 2 | -9 | -0.1 | -7 |
| 14 | CCOc1ccc(NC(=O)CSc2nnc(-c3ccccn3)n2N)cc1 | -3 | 15 | 11 | 0.6 | -5 |
| 15 | COC(=O)CSc1nnc(-c2ccc(S(=O)(=O)N3CCCC3)cc2)n1C | 4 | -7 | -6 | -0.1 | 1 |

| No. | CHO parental Ca | CHRM1 agonist | OXTR potentiate | TAAR1 agonist |
| --- | --- | --- | --- | --- |
| 1 | 0 | -9 | -5 | -1 |
| 2 | -33 | -6 | 5 | 0 |
| 3 | -10 | -2 | -11 | 16 |
| 4 | -12 | -9 | -10 | 12 |
| 5 | -3 | -3 | -8 | 1 |
| 6 | -9 | -2 | -13 | 4 |
| 7 | -22 | -2 | -19 | 6 |
| 8 | -18 | -4 | -15 | 2 |
| 9 | -7 | -8 | -3 | -2 |
| 10 | -17 | -6 | -6 | 7 |
| 11 | -4 | 0 | -11 | 5 |
| 12 | 4 | -5 | -3 | 0 |
| 13 | -20 | -7 | -8 | 12 |
| 14 | -16 | -4 | 2 | 6 |
| 15 | -9 | -6 | 0 | 6 |

Overlap with the part before: 2 compounds, followed by the next part.
| No. | SMILES | CHRM1 antagonist | TAAR1 antagonist | M1 PAM parental | CHO-K1 Ca ag | CHO-K1 Ca antag |
| --- | --- | --- | --- | --- | --- | --- |
| 14 | CCOc1ccc(NC(=O)CSc2nnc(-c3ccccn3)n2N)cc1 | -3 | 15 | 11 | 0.6 | -5 |
| 15 | COC(=O)CSc1nnc(-c2ccc(S(=O)(=O)N3CCCC3)cc2)n1C | 4 | -7 | -6 | -0.1 | 1 |
| 16 | COc1ccc(CCNC(C)=O)cc1 | 0 | 7 | 3 | 0.1 | 2 |
| 17 | O=C(CN1CCN(S(=O)(=O)c2ccc(F)cc2)CC1)Nc1ccc2c(c1)OCO2 | -2 | -8 | -9 | 0.0 | 17 |
| 18 | O=C(Cn1nc(C(=O)O)c2ccccc2c1=O)Nc1ccc2c(c1)OCO2 | -5 | -9 | 17 | 0.8 | -6 |
| 19 | Cc1nn(-c2ncc(C(F)(F)F)cc2Cl)c(=O)n1-c1ccccc1Cl | -16 | -13 | 13 | -0.2 | -4 |
| 20 | O=C(CN(Cc1cccs1)C(=O)CNC(=O)c1ccco1)NC1CCCCC1 | -11 | 0 | 10 | 0.0 | 4 |
| 21 | COc1ccc(C(=O)N2CCN(c3ccc(C)c(C)c3)CC2)cc1OC | -10 | -2 | 1 | 3.9 | -5 |
| 22 | O=C(NCc1ccc2c(c1)OCO2)c1nnc(Cc2ccc(F)cc2)o1 | -11 | 4 | 21 | 1.5 | -11 |

| No. | CHO parental Ca | CHRM1 agonist | OXTR potentiate | TAAR1 agonist |
| --- | --- | --- | --- | --- |
| 14 | -16 | -4 | 2 | 6 |
| 15 | -9 | -6 | 0 | 6 |
| 16 | -10 | -4 | -2 | 8 |
| 17 | 1 | -1 | -9 | 0 |
| 18 | 9 | 0 | -2 | 2 |
| 19 | . | -4 | . | 0 |
| 20 | -8 | -1 | -9 | 12 |
| 21 | -17 | -3 | -7 | 3 |
| 22 | 1 | 0 | -4 | 2 |

Ordered by molar mass (largest number first): part of the list above.
| No. | SMILES | CHRM1 antagonist | TAAR1 antagonist | M1 PAM parental | CHO-K1 Ca ag | CHO-K1 Ca antag |
| --- | --- | --- | --- | --- | --- | --- |
| 12 | COc1cccc(-c2nn(-c3ccccc3)cc2/C=C(/NC(=O)c2ccccc2)C(=O)O)c1 | -25 | 0 | 24 | 0.1 | -24 |
| 20 | O=C(CN(Cc1cccs1)C(=O)CNC(=O)c1ccco1)NC1CCCCC1 | -11 | 0 | 10 | 0.0 | 4 |
| 15 | COC(=O)CSc1nnc(-c2ccc(S(=O)(=O)N3CCCC3)cc2)n1C | 4 | -7 | -6 | -0.1 | 1 |
| 19 | Cc1nn(-c2ncc(C(F)(F)F)cc2Cl)c(=O)n1-c1ccccc1Cl | -16 | -13 | 13 | -0.2 | -4 |
| 14 | CCOc1ccc(NC(=O)CSc2nnc(-c3ccccn3)n2N)cc1 | -3 | 15 | 11 | 0.6 | -5 |
| 10 | N=c1n(CCCOc2ccccc2Cl)c2ccccc2n1CC(N)=O | -8 | 7 | -3 | 0.2 | -4 |
| 21 | COc1ccc(C(=O)N2CCN(c3ccc(C)c(C)c3)CC2)cc1OC | -10 | -2 | 1 | 3.9 | -5 |
| 13 | CC(C)(C)c1cc(CN2CCCC(O)C2)c(O)c(C(C)(C)C)c1 (stereo not given) | -7 | 2 | -9 | -0.1 | -7 |
| 9 | COCCCNc1oc(/C=C/c2ccccc2)nc1C#N | -4 | 17 | 28 | 1.9 | -10 |
| 11 | O=C(/C=C/c1ccccc1)Oc1cccc2cccnc12 | -6 | -2 | -10 | 3.6 | 1 |
| 16 | COc1ccc(CCNC(C)=O)cc1 | 0 | 7 | 3 | 0.1 | 2 |

| No. | CHO parental Ca | CHRM1 agonist | OXTR potentiate | TAAR1 agonist |
| --- | --- | --- | --- | --- |
| 12 | 4 | -5 | -3 | 0 |
| 20 | -8 | -1 | -9 | 12 |
| 15 | -9 | -6 | 0 | 6 |
| 19 | . | -4 | . | 0 |
| 14 | -16 | -4 | 2 | 6 |
| 10 | -17 | -6 | -6 | 7 |
| 21 | -17 | -3 | -7 | 3 |
| 13 | -20 | -7 | -8 | 12 |
| 9 | -7 | -8 | -3 | -2 |
| 11 | -4 | 0 | -11 | 5 |
| 16 | -10 | -4 | -2 | 8 |
